From PubChem BioAssay
HTRA1 inhibitor – HTRA1 (human) protease inhibition; Q92743; recombinant HTRA1, FP-rhodamine activity-based probe, fluorescence polarization; inhibition, % at 5.96 µM; actives 0.5% (n = 340,000); AID 504803; in the data active means inhibition above about 36%;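 further: 0% = enzyme with DMSO and 100% = wells lacking enzyme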
mABHD4 FP – ABHD4 (mouse) inhibition, primary FP screen; inhibition, % at 8.92 µM; AID 720543; actives 0.54% (n = 370,000); purified mABHD4, FP-Rh probe fluorescence polarization;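 active means inhibition exceeding the mean over every tested compound plus 3 SD, cut at about 30% in these data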;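 further: 0% = plate median of compound wells and 100% = S159A mutant with DMSO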
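Doses – 8.92 µM, single dose · Material – wild-type mouse ABHD4 protein · Replication – single well per compound (singlicate) · Measure – percent inhibition of probe binding, normalized to plate controls · Schedule – 45 min compound pre-incubation plus 60 min probe step, 25 °C · Detection – fluorescence polarization with parallel and perpendicular emission, 525/598 nm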
LEDGF integ inh – blocks HIV-1 LEDGF/p75-dependent DNA integration; inhibition, % at 3.7 µM; TR-FRET IN-LEDGF/p75 DNA integration, Eu/Cy5; AID 743269; actives 0.64% (n = 370,000);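 active means inhibition above the screen-wide mean plus 3 SD, cut at about 13% in these data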;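 further: signal is the Cy5 over europium emission ratio at 671 and 618 nm; 0% = plate median of compound wells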
PG9 Ab binder – small molecules binding HIV-1 gp120 antibody PG9; TR-FRET gp120-PG9 antibody binding; inhibition, % at 6.7 µM; actives 0.43% (n = 360,000); in the data active means inhibition above about 8.5%
Tn7 DDE FP – disrupts Tn7 cyclic peptide binding to fibrin D-Dimer-E complex; P02675; FP displacement of FITC-Tn7 peptide from fibrin DD(E); 0% = median of compound wells per plate; inhibition, % at 8.3 µM; actives 0.13% (n = 370,000); AID 720508;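 active means inhibition above the mean of compounds falling within the control limits plus 3 SD of them, cut at about 14% in these data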;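 further: 0% = plate median of compound wells and 100% = 10 µM Aha-Tn7 peptide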
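Also added: labelled Tn7 tracer, 0.1 µM; Assay system: human fibrin DD(E) protein; Amount: 2 µM fibrin DD(E); Schedule: 10 min compound pre-incubation, 3 h probe incubation at room temperature; Repeats: one replicate per compound; Read-out basis: percent inhibition; Measured by: fluorescence polarization of the labelled Tn7 tracer.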
PRMT1 inh – blocks human protein arginine methyltransferase 1; Q99873; recombinant PRMT1, activity-based probe fluorescence polarization; AID 652257; actives 1.3% (n = 370,000); inhibition, % at 2.79 µM;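 active means inhibition above about 21% made by adding two undisclosed values, limit read from the data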
SIAE primary – inhibitors of human sialic acid acetylesterase SIAE; Q9HAT2; SIAE FP-Rh probe binding, fluorescence polarization; inhibition, % at 9.66 µM; actives 0.69% (n = 370,000);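 active means inhibition above a cutoff: mean of compounds within the control limits plus 3 SD of those, cut at about 17% in these data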;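 further: 0% = plate median of compound wells and 100% = probe without SIAE protein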
UHRF1 MBD2 ctr – human UHRF1 methylated DNA binding inhibitors. actives 0.75% (n = 370,000). Q96T88. inhibition, % at 4.4 µM. UHRF1 binding to methylated oligo, TR-FRET; in the data active means inhibition above about 21%;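 further: UHRF1 SRA domain binding a hemimethylated CpG hairpin DNA probe; 0% = median of test compound wells and 100% = reference inhibitor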
Target sequence (Q96T88 whole entry, looked up, the tested form may be a part): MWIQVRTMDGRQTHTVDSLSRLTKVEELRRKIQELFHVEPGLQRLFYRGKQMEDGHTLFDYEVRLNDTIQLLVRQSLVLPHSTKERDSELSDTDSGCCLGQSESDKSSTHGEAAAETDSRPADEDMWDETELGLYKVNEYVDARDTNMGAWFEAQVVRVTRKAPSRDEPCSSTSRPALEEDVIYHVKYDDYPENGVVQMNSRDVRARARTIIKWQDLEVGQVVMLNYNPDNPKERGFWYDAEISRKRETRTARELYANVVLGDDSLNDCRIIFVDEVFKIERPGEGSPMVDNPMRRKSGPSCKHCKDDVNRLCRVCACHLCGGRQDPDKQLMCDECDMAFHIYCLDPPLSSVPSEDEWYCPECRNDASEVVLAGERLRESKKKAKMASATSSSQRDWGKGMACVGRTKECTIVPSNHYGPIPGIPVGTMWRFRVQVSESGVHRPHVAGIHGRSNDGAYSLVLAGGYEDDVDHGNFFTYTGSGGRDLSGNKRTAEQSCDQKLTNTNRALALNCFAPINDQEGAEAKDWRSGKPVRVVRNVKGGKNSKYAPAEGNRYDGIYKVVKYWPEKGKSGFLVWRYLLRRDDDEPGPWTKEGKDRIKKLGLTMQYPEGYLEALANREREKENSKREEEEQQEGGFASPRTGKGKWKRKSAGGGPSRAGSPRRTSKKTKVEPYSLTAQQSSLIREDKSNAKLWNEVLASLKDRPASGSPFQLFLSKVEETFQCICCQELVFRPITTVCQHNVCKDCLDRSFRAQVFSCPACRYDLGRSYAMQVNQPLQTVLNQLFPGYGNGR
TCR-CD3 inh – blocks the human TCR-CD3 interaction | TAMRA-labeled TCR probe fluorescence, biochemical | inhibition, % at 9.4 µM | actives 0.37% (n = 360,000) | AID 651800; in the data active means inhibition above about 19%;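 further: recombinant mutant TCR 2C K166C tagged with TAMRA read by polarization; 0% = receptor in buffer alone and 100% = receptor with positive control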
TDP2 inh – blocks human TDP2 phosphodiesterase activity | O95551 | recombinant TDP2, T5PNP hydrolysis, p-nitrophenol absorbance 415 nm | inhibition, % at 12.8 µM | actives 0.34% (n = 370,000) | AID 720702;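 active means inhibition above the mean of all tested compounds plus 3 SD, set per campaign, cut at about 25% in these data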;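 further: 0% = DMSO with enzyme and 100% = buffer with substrate but no TDP2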
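Read-out basis: percent inhibition. System: recombinant human TDP2. Buffer or medium: Mg2+-containing Tris-HCl buffer, pH 7.5. Repeats: single replicate. Timing: reaction 2 h, 37 °C. Benchmarks: high control without enzyme, low control DMSO plus TDP2. Probe or stimulus: 5 mM T5PNP. Doses: 12.8 µM only. Measured by: epi absorbance of p-nitrophenol freed from T5PNP by hydrolysis.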
Active calls of the source: *; . = no result given.

entry	compound	HTRA1 inhibitor	mABHD4 FP	LEDGF integ inh	PG9 Ab binder	Tn7 DDE FP	PRMT1 inh	SIAE primary	UHRF1 MBD2 ctr	TCR-CD3 inh	TDP2 inh
1	Cc1ccc(-c2cc(C(=O)Nc3cccc(S(=O)(=O)N(C)C)c3)c3ccccc3n2)o1	-43	-12	-3	-1.2	-4	50*	-26	-1	-1	-4
2	S=C(NCc1ccccc1)NCc1ccccc1Cl	-12	-4	0	-0.8	7	1	-8	-2	3	-9
3	Nc1nc(N2CCOCC2)n[nH]1	-1	-2	0	-0.9	4	-5	10	-2	2	6
4	CCC1COCCS(=O)(=O)N1Cc1cccc(Cl)c1 (centres undefined)	-4	4	-2	-1.9	-4	-1	-1	1	-7	8
5	COc1cc2cc(CN(CCCN3CCOCC3)C(=O)Nc3ccccc3F)c(=O)[nH]c2cc1OC	2	-7	3	-0.2	-1	1	6	1	-3	1
6	COc1ccc(C(CNC(=O)c2ccc(-n3cnnn3)cc2)N2CCOCC2)cc1 (centres undefined)	4	0	3	-1.1	0	0	6	2	-4	0
7	Cc1cc(Cl)ccc1OC(C)C(=O)NN1C(=O)c2ccccc2C1=O (centres undefined)	-7	-3	-10	-2.5	3	0	7	3	-2	-13
8	COc1ccccc1NC(=O)Cc1noc(CSc2nnc(C(F)(F)F)n2C)n1	-3	-4	3	-0.8	-7	0	-3	1	4	-11
9	CCC(C)(C)NC(=O)COc1ccc(C(=O)c2ccccc2)cc1	-1	-2	-3	2.4	-5	5	5	1	-3	4
10	CCOC(=O)C1=C(C)N=C2c3ccccc3C(=O)C2C1c1ccccc1 (centres undefined)	-1	34*	-1	-2.2	-3	1	2	-4	-3	4
11	CCOC(=O)COc1ccccc1/C=N/Nc1nnc2c3ccccc3n(C)c2n1	.	-4	-2	-2.6	-2	1	0	-4	5	2
12	CCOC(=O)C1=C(C)OC(N)=C(C#N)C1c1ccc(OC)c(C)c1OC (centres undefined)	-7	3	-2	-1.6	3	6	2	2	-4	-9
13	COc1ccc(NC(=O)CSc2nnc(-c3ccoc3C)n2CCc2ccccc2)cc1	-6	2	2	-2.4	1	-2	4	4	5	-1
14	COc1ccc(NS(=O)(=O)c2ccc(Cl)c(NC(=O)c3cccnc3Cl)c2)cc1	4	-16	5	0.2	9	5	2	7	-6	-1
15	CCc1ccc(C(=O)Nc2cccc(-c3nn[nH]n3)c2)s1	-5	-39	-1	-1.4	6	-2	-13	-1	3	-3
16	COc1ccc(OC)c(-c2csc(NC(=O)CSc3nnnn3C)n2)c1	1	-4	4	1.1	-7	1	-8	3	0	-9
17	O=C(Cn1cnc2ccccc21)Nc1cccc([N+](=O)[O-])c1	-2	3	-4	0.7	3	1	-4	-1	0	-14
18	COC(=O)CSCC(=O)Nc1nnc(-c2cccc(C)c2)s1	-5	1	-3	-2.0	13	4	0	4	-4	1
19	Cc1ccc(N(Cc2ccco2)C(=O)c2ccc(N3CCCCC3)c([N+](=O)[O-])c2)cc1	-18	8	-1	-0.9	-2	0	-2	0	-4	-5
20	Cc1ccccc1OCC(=O)Nc1nc(C)c(C(=O)N(C)C)s1	-4	3	2	0.6	3	3	-4	1	5	-2
21	CCCc1ccc(Oc2coc3cc(OCC(=O)Nc4ccccc4C)ccc3c2=O)cc1	-13	0	-1	-3.2	-4	-2	1	7	-1	2
22	COc1ccc2nc(N)sc2c1	10	-4	-1	0.6	2	2	-1	7	2	4
23	CCCS(=O)(=O)c1cnc(C2COc3ccccc3O2)nc1N (centres undefined)	4	-3	-3	0.5	2	1	4	-2	3	2
24	Nc1ccccc1SC(CC(=O)c1ccccc1)c1ccc([N+](=O)[O-])cc1 (centres undefined)	-17	23	1	1.1	1	83*	6	9	1	-1
25	O=C(NCc1ccncc1)C(=O)N/N=C/c1ccc(OCc2ccccc2)cc1	2	-15	1	-14	0	3	-9	5	-4	-2
26	COc1ccc(C2=CC(=O)C[C@H](c3ccc4c(c3)OCO4)C2)cn1	-11	-7	0	0.9	2	2	1	-2	5	15
27	CC(C)(C)OC(=O)NCCCCCNC(=O)c1nc[nH]c1C(=O)NCCCCCNC(=O)OC(C)(C)C	-2	-3	0	-0.3	2	-1	-1	-3	-1	-4
28	CCOc1ccccc1NC(=S)N(CCC(C)C)C1CCN(C(C)=O)CC1	2	-1	0	-0.7	8	2	0	9	2	-1
29	O=C(O)c1cn(C2CCCCC2)c2ccccc2c1=O	6	9	3	-2.2	0	-3	-1	0	6	-13
30	Cc1cc(C)cc(C(=O)NCC(=O)OCC(=O)NC2CC2)c1	-5	-1	0	0.8	2	0	-3	-2	3	3
31	Cc1cccc2cc(C#N)c(SCC(=O)NNC(=O)Cc3ccccc3)nc12	-2	-4	-4	17*	4	-3	-4	-2	3	4
32	CCN(CC)NC(=O)Nc1ccccc1	.	1	-1	-0.4	1	-3	-6	0	4	0
33	COc1ccc(CN(C(=O)/C=C/c2ccco2)C2CCS(=O)(=O)C2)cc1 (centres undefined)	0	2	4	0.6	-1	8	-4	0	-3	12
34	O=C1Nc2cc(S(=O)(=O)N3CCCC3)ccc2N2CCCC12 (centres undefined)	-8	-2	1	-4.7	-7	1	-23	-6	3	6
35	O=S(=O)(Nc1cc(S(=O)(=O)N2CCOCC2)ccc1O)c1ccc2c(c1)OCCCO2	7	18	-5	-0.5	-4	7	2	-2	0	3
36	O=C(Nc1ccc(N2CCOCC2)c(Cl)c1)c1ccc(-n2cnnc2)cc1Cl	2	1	-4	0.2	-3	6	-1	2	-3	3
37	CC(C)c1ccc(CSc2ccc(S(=O)(=O)N3CCOCC3)cn2)cc1	-3	-1	2	-2.2	-2	3	-5	1	-6	-6
38	O=C1NC[C@H](Cc2ccccc2)N(C[C@@H]2CCCN2C[C@H](Cc2ccccc2)N2C[C@H](Cc3ccc(O)cc3)N(CCc3ccccc3)C(=O)C2=O)C1=O	.	-3	8	-0.2	6	-4	1	3	-1	-8
39	O=C(CN1CCN(c2ccccc2F)CC1)N1CCc2ccccc21	-6	-6	-2	-2.2	6	-1	-4	-1	4	-11
40	COc1ccc(CNC(=O)CCN2C(=O)[C@@H]3Cc4ccccc4CN3C2=O)cc1	6	6	1	0.2	-1	-2	-8	1	7	3
41	C/C(=N\NC(=O)c1ccc(CSc2nc(C)cc(C)n2)cc1)C1CCCCC1	-38	-5	5	-1.5	-10	-2	-1	-2	11	-6
42	CCOc1cc(-c2cc(-c3ccc(C)cc3)nc(N)c2C#N)ccc1O	-21	-41	0	0.5	1	2	-12	0	-2	-9
43	Cc1ccc([N+](=O)[O-])cc1NC(=O)Cc1cccs1	4	0	4	1.6	-6	5	-6	4	-14	2
44	CC(C)Oc1cc(F)ccc1-c1cc(C(=O)Nc2ccc(F)cc2)[nH]n1	.	-22	2	-1.2	4	2	3	10	4	-4
45	COc1ccc(-n2c(SCC(N)=O)nnc2-c2ccco2)cc1	6	-1	-1	-0.6	4	-1	3	-1	-3	17
46	CCNS(=O)(=O)c1ccc(CCC(=O)NCc2ccccn2)cc1	-2	-2	-2	1.6	0	-2	-4	0	4	-6
47	O=C(COC(=O)C1CC1)Nc1ccc2[nH]c(=O)[nH]c2c1	1	-7	-6	-0.1	-1	5	2	2	-5	-22
48	O=C(O)C(Cc1cc2ccccc2[nH]1)N1C(=O)C2CC=C(Cl)CC2C1=O (centres undefined)	10	-2	0	0.6	2	-2	1	-1	3	3
49	C#CCn1cnc2c(cnn2-c2ccc(C)c(C)c2)c1=O	-2	-7	1	0.1	0	1	-3	1	-1	-1
50	CCOC(=O)C1CCCN(C(=O)c2ccc3c(c2)NC(=O)C(N2CCOCC2)S3)C1 (centres undefined)	-7	3	2	0.9	2	2	3	-1	-1	2
51	O=C1[C@H](Oc2ccccc2)[C@@H](c2ccncc2)N1c1ccncc1	7	-2	5	-1.4	-4	5	0	0	-5	-4
52	CNc1oc(-c2ccc(OCc3ccccc3)cc2)nc1C#N	-3	-3	-2	-1.3	9	-1	6	3	5	-7
53	COc1cc(S(=O)(=O)n2ccc(C)n2)c(C)cc1C	2	3	3	-1.3	-8	-3	4	-1	5	-5
54	COc1ccccc1C(=O)Nc1ccnn1C1CCN(C2CCSCC2)CC1	0	-3	-3	-1.9	0	9	-6	3	-6	6
55	CCOc1ccc(C(=O)N/N=C/c2ccc(-c3ccc(S(=O)(=O)Nc4ncccn4)cc3)o2)cc1	-7	-8	1	-6.1	1	1	-6	5	9	12
56	COC(=O)C1CN(CCO)CCS(=O)(=O)N1Cc1cn(Cc2ccccc2Br)nn1 (centres undefined)	.	1	3	.	1	-3	0	-1	.	-12
